CCHFV vOTU inh = CCHFV vOTU protease inhibitors, primary screen, biochemical, Pep-AMC substrate, fluorescence; inhibition, % at 11.5 µM; Crimean-Congo hemorrhagic fever virus L polyprotein viral ovarian tumor (vOTU) protease …; AID 651958, 2012; hit rate 0.55% among 370,000; further: 0% = vehicle wells with enzyme and 100% = no enzyme wells
Mtb UGM inh = M. tuberculosis UGM enzyme inhibitors, primary screen, biochemical, fluorescence polarization, single point; purified UGM, fluorescence polarization probe displacement; inhibition, % at 10 µM; hit rate 0.06% among 320,000; in the data active means inhibition above about 10%, passing the limit was not always enough; inconclusive means no clear call, values can overlap the other calls
Target sequence (P9WIQ1 whole entry, looked up): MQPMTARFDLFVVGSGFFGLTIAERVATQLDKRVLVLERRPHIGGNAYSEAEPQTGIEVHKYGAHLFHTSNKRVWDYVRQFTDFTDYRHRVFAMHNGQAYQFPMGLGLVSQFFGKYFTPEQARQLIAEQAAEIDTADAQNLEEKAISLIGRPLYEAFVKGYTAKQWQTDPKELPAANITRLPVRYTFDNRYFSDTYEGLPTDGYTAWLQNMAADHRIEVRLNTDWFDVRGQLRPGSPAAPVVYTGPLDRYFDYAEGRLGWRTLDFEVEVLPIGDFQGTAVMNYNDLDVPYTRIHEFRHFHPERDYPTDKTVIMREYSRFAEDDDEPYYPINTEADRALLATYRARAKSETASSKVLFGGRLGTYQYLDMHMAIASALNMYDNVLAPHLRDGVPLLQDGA
FadD28 binding = inhibitors of FadD28 bisubstrate probe binding, primary screen, biochemical, fluorescence polarization, single point; hit rate 0.22% among 360,000; inhibition, % at 12.5 µM; in the data active means inhibition above about 8.5%, passing the limit was not always enough; inconclusive means no clear call, values can overlap the other calls
FBA Mtb inh = Mtb FBA enzyme inhibitors, primary screen, biochemical, fluorescence, strain H37Rv. Fructose-bisphosphate aldolase (Mycobacterium tuberculosis (strain ATCC 25618 / H37Rv)), …. inhibition, % at 1 µM. purified M. tuberculosis FBA, fluorescence read-out. hit rate 2.3% among 360,000; in the data active means inhibition above about 27%;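 further: 0% = vehicle and 100% = reference inhibitor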
Target sequence (P9WQA3 whole entry, looked up): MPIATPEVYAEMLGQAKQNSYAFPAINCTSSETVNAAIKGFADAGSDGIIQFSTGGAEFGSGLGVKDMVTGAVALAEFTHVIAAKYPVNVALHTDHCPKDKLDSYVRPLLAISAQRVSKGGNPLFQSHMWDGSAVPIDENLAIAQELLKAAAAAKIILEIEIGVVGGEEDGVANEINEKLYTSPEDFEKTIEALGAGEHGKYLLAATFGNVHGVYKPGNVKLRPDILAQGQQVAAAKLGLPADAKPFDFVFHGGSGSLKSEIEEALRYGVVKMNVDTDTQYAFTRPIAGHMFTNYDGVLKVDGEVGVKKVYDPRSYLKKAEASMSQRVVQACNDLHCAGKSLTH
BoNT-F LC inh = BoNT/F light chain protease inhibitors, primary screen, biochemical, flow cytometry, MLPCN library; Multiplex microsphere protease cleavage assay; inhibition, % at 10 µM; hit rate 0.22% among 360,000; AID 588497, 2011; in the data active means inhibition above about 35%, passing the limit was not always enough; inconclusive means no clear call, values can overlap the other calls; further: plate controls were buffer without enzyme for full effect and enzyme alone for no effect
BioA inh = M. tuberculosis BioA enzyme inhibitors, primary screen, biochemical, plate reader, single point, HTS; inhibition, % at 9.99 µM; hit rate 0.096% among 360,000; purified M. tuberculosis BioA enzyme; 7,8-diaminopelargonic acid synthase BioA (Mycobacterium tuberculosis); in the data active means inhibition above about 40%; inconclusive means no clear call, values can overlap the other calls
PrPC surface inh = inhibitors of human cell surface prion protein PrPC, primary screen, cell-based, TR-FRET; TR-FRET read-out; inhibition, % at 13.8 µM; hit rate 0.43% among 370,000; AID 720596, 2013; in the data active means inhibition above about 24%; further: 0% = median of the test wells and 100% = reference compound wells
BoNT-A LC inh2 = BoNT/A light chain protease inhibitors, primary screen, biochemical, flow cytometry, MLPCN library; multiplex microsphere protease substrate cleavage; inhibition, % at 10 µM; hit rate 0.17% among 360,000; Botulinum neurotoxin type A light chain protease (Clostridium botulinum A str. ATCC 3502); AID 588499, 2011; in the data active means inhibition above about 30%; inconclusive means no clear call, values can overlap the other calls; further: plate controls were buffer without enzyme for full effect and enzyme alone for no effect
GDH-TPI counter = GDH-TPI coupling enzyme inhibitors, primary screen, artefact control for M. tuberculosis FBA inhibitor project, biochemical, absorbance, full deck; hit rate 1.2% among 360,000; AID 588335, 2011; GDH-TPI coupled enzyme counterscreen, NADH absorbance; inhibition, % at 4.8 µM;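 further: 0% = DMSO wells and 100% = wells lacking the enzyme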
* = called active by the depositor; ? = inconclusive; · = no result given. Unless noted, no stated cut-off is given here; in the data, active means inhibition above about 30%; inactive means the rest.

1	COc1ccc(/C=N/Nc2cc(C)nc3c(C)cccc23)cc1
2	Cc1ccccc1C(=O)NC(=S)NCCc1ccccc1
3	CC(=O)Nc1ccc(N(C(=O)CNC(=O)c2ccco2)C(C(=O)NCc2ccco2)c2ccccc2F)cc1 (configuration not stated)
4	CC1(C)CN(c2ccccc2)C(=O)[C@H]1CC(=O)Nc1ccccc1
5	O=C(CN(Cc1ccc(F)cc1)C(=O)CNS(=O)(=O)c1ccccc1)NCC1CCCO1 (configuration not stated)
6	Cc1ccccc1NC(=O)c1cc(S(=O)(=O)N2CCOCC2)cs1
7	O=C(Cc1ccccn1)c1ccc(Cl)cc1
8	O=C(NCc1ccncc1)C1Cc2c(-c3ccccc3Oc3ccccc3)ccnc2O1 (configuration not stated)
assay / entry	1	2	3	4	5	6	7	8
PrPC surface inh	-19	4	-3	-3	-2	-1	2	10
BoNT-A LC inh2	2.4	-0.2	-0.8	-0.1	-0.2	-0.2	-0.6	0.0
Mtb UGM inh	2.5	0.0	2.0	·	2.2	0.1	-2.6	·
BoNT-F LC inh	-10	-3	-2	6	-1	-1	-2	-1
GDH-TPI counter	0	10	3	1	2	-5	3	6
FBA Mtb inh	4	-1	2	0	3	0	2	1
BioA inh	1.7	·	·	·	0.0	-0.6	1.9	3.6
FadD28 binding	-5.1	-4.5	-0.2	-0.5	·	-1.9	-2.6	-3.0
CCHFV vOTU inh	-4	-2	3	-3	1	-5	3	32*

3 compounds picked at random from the list so far, as already listed:
1	COc1ccc(/C=N/Nc2cc(C)nc3c(C)cccc23)cc1
2	Cc1ccccc1C(=O)NC(=S)NCCc1ccccc1
3	CC(=O)Nc1ccc(N(C(=O)CNC(=O)c2ccco2)C(C(=O)NCc2ccco2)c2ccccc2F)cc1 (configuration not stated)
assay / entry	1	2	3
PrPC surface inh	-19	4	-3
BoNT-A LC inh2	2.4	-0.2	-0.8
Mtb UGM inh	2.5	0.0	2.0
BoNT-F LC inh	-10	-3	-2
GDH-TPI counter	0	10	3
FBA Mtb inh	4	-1	2
BioA inh	1.7	·	·
FadD28 binding	-5.1	-4.5	-0.2
CCHFV vOTU inh	-4	-2	3

(listing goes on)
9	CC1CCN(S(=O)(=O)c2ccc(-c3nnc(SCc4cccnc4)o3)cc2)CC1
10	Cc1cccc(C)c1NC(=O)CCCn1nc(C)c2c(C)n(-c3ccccc3)nc2c1=O
11	Cc1cc(C)cc(NC(=O)C(OC(=O)c2cc[n+]([O-])cc2)c2ccccc2)c1 (configuration not stated)
12	COc1ccc(/C(O)=C2/C(=O)C(=O)N(CCN3CCOCC3)C2c2ccccn2)cc1OC (configuration not stated)
13	CCOC(=O)c1c(C)c(P(=S)(N2CCOCC2)N2CCOCC2)n(C)c1C
14	N#CC1=C(N)OC2=C(C(=O)CCC2)C1c1ccc2c(c1)OCO2 (configuration not stated)
15	O=C(CS(=O)(=O)c1cccc(Cl)c1)Nc1ccccc1Cl
16	CCCCCCCCNC(=O)/C(C#N)=C/c1ccccc1[N+](=O)[O-]
assay / entry	9	10	11	12	13	14	15	16
PrPC surface inh	1	-1	2	-3	4	5	3	2
BoNT-A LC inh2	-1.3	-0.1	1.2	0.5	0.8	-0.5	-0.8	-0.3
Mtb UGM inh	-0.5	1.1	-0.4	-1.8	0.4	-2.4	5.1	-3.8
BoNT-F LC inh	-3	0	-8	-5	-4	10	0	2
GDH-TPI counter	-2	-10	4	10	2	11	-8	11
FBA Mtb inh	-5	-5	-2	-3	1	0	-2	-3
BioA inh	0.1	-0.2	0.1	1.1	3.0	-0.7	-1.1	0.1
FadD28 binding	-3.9	-3.6	-4.7	0.2	-4.2	-1.7	-2.0	-0.2
CCHFV vOTU inh	-2	10	-11	7	-3	5	1	13

17	CCN1/C(=C/C(C)=O)Sc2ccc(OC)cc21
18	CS(=O)(=O)N1CCN=C1SCc1ccc(Br)cc1
19	CC(NC(=O)CN1CCN(CC(=O)Nc2ccccc2Cl)CC1)c1ccc(Br)cc1 (configuration not stated)
20	CC(Sc1ccccc1)C(=O)Nc1ccc(S(=O)(=O)N2CCOCC2)cc1 (configuration not stated)
21	C=CC[C@]12CCc3ccccc3C1N(c1ccc(C(=O)OCC)cc1)C2=O (some centres not stated)
22	CCN(CC(=O)NCc1cccs1)C(=O)c1cccc(S(=O)(=O)Nc2ccc(C)cc2)c1
23	Cc1cc(NC(=O)CSc2nncc(=O)n2N)no1
24	CCOC(=O)C1(CC2CCCCO2)CCN(Cc2nccn2-c2ccc(OC)cc2)CC1 (configuration not stated)
assay / entry	17	18	19	20	21	22	23	24
PrPC surface inh	7	6	-11	5	5	11	-4	7
BoNT-A LC inh2	0.4	-0.3	1.9	0.5	0.2	-2.1	-0.3	-0.5
Mtb UGM inh	3.3	-0.9	·	-2.4	-1.8	-5.4	-1.1	4.8
BoNT-F LC inh	7	8	8	1	1	2	-2	5
GDH-TPI counter	16	-2	5	7	9	-4	-6	5
FBA Mtb inh	-5	0	-2	6	2	-2	-1	1
BioA inh	1.7	-3.0	0.6	0.5	-0.8	-0.7	-1.2	·
FadD28 binding	-4.9	-5.2	-5.7	-0.8	-1.2	1.3	-3.3	-4.6
CCHFV vOTU inh	23	6	3	4	1	1	10	9

25	CC1CCCCC1n1c(-c2cccnc2)n[nH]c1=S (configuration not stated)
26	COc1ccccc1CNC(=O)c1nn(C)c2c1CS(=O)(=O)c1ccccc1-2
27	COc1cccc(-c2nnc(NC(=O)c3cccc(F)c3)o2)c1
28	O=C(COc1ccc2ccc(=O)oc2c1)NC(Cc1ccc(Cl)cc1)C(=O)O (configuration not stated)
29	COc1ccc(OC)c(NC(=O)c2ccccc2NC(=O)c2ccco2)c1
30	C=CCNc1nc(Nc2cc(Cl)ccc2OC)nc(OC)n1
31	COc1ccccc1C(CNC(=O)CNC(=O)c1ccccc1Cl)N1CCCC1 (configuration not stated)
32	CCOC(=O)C1CCN(C(=O)Cc2ccccc2OC)CC1
assay / entry	25	26	27	28	29	30	31	32
PrPC surface inh	-5	5	1	-4	-4	-3	-14	11
BoNT-A LC inh2	-0.6	1.2	-1.6	0.2	-0.2	-1.0	2.9	0.3
Mtb UGM inh	-2.2	-2.1	0.7	0.9	-1.6	-1.6	-2.8	-1.8
BoNT-F LC inh	-2	5	-7	-2	-2	-5	2	-2
GDH-TPI counter	-2	-1	20	14	-1	-7	15	-5
FBA Mtb inh	2	1	0	18	-5	1	5	-1
BioA inh	·	-0.9	-1.8	1.0	2.4	-1.8	-6.6	-1.4
FadD28 binding	-0.6	-6.4	0.0	-4.4	-3.4	-3.0	·	1.1
CCHFV vOTU inh	7	-3	2	-7	-9	-2	10	-2

33	CCOC(=O)c1ccc(S(=O)(=O)N2CCN(C(=O)CSc3nc4ccccc4o3)CC2)cc1
34	O=C(Nc1ccc(Cl)cc1Cl)Nn1cnnc1
35	CC(C)CCNC(=O)c1cccnc1Sc1ccccc1
36	Cc1ccccc1-n1cc(CNCc2c(C(=O)N(C)C)nc3ccc(Cl)cn23)cn1
37	COc1ccc(OC)c(-c2csc(NC(=O)CSc3ccc([N+](=O)[O-])cc3)n2)c1
38	CCCOc1ccc(C2NC(=S)NC(C)=C2C(=O)c2ccccc2)cc1OC (configuration not stated)
39	O=[N+]([O-])c1ccc(-c2cnc3ccccc3n2)cc1
40	CCS(=O)(=O)N1Cc2ccccc2CC1C(=O)N(C)Cc1ccc(OC)c(F)c1 (configuration not stated)
assay / entry	33	34	35	36	37	38	39	40
PrPC surface inh	8	-1	-2	-5	15	50*	-23	-1
BoNT-A LC inh2	-0.1	0.0	-0.5	-0.3	-0.9	4.0	-4.8	2.1
Mtb UGM inh	0.3	-1.1	-0.2	-2.0	0.0	-1.4	2.4	-1.7
BoNT-F LC inh	1	5	1	-5	-4	-2	0	6
GDH-TPI counter	11	0	-1	6	18	18	22	-9
FBA Mtb inh	4	-2	-7	-2	-2	-2	0	-1
BioA inh	-3.8	-1.7	·	·	-0.3	-1.2	-2.8	-0.9
FadD28 binding	-0.1	-2.7	-2.8	-1.9	-2.3	-2.0	0.4	-0.8
CCHFV vOTU inh	-3	13	-14	-1	6	10	15	-3

41	COc1cnc(-c2ccccn2)nc1NC(C)C
42	COc1cccc(C2(O)CCN(CC(=O)Nc3nc(C)cs3)CC2)c1
43	COc1ccc(S(=O)(=O)N2CCOC23CCN(S(=O)(=O)c2ccc(F)cc2C)CC3)cc1
44	COc1cc(OC)cc(-c2c(C#Cc3ccsc3)c3cc(-c4ccc5cc[nH]c5c4)ccc3n2C)c1
45	Cc1ccc(S(=O)(=O)Nc2cccc3c2CCCC3)cc1
46	CCN(c1ccccc1)S(=O)(=O)c1cccc(C(=O)NCc2ccccc2CN2CCOCC2)c1
47	COc1ccc(C(=O)OCC(=O)c2ccco2)cc1[N+](=O)[O-]
48	Cc1c(O)ccc2c(CN3CCN(Cc4ccccc4)CC3)cc(=O)oc12
assay / entry	41	42	43	44	45	46	47	48
PrPC surface inh	22	7	-5	-14	11	1	-9	-6
BoNT-A LC inh2	-1.9	0.5	0.3	-0.5	0.3	0.9	-0.3	-1.5
Mtb UGM inh	0.0	-0.3	·	-0.8	-2.3	-1.1	·	0.4
BoNT-F LC inh	-4	2	?	-8	-8	0	-2	6
GDH-TPI counter	1	-9	4	33*	5	2	13	4
FBA Mtb inh	46*	1	2	19	-1	-1	2	36*
BioA inh	·	·	-1.5	-1.8	·	-12	1.3	1.9
FadD28 binding	-2.7	-2.3	-1.1	-3.3	0.5	-2.7	-1.4	-1.2
CCHFV vOTU inh	-1	13	7	9	-18	3	0	-154

49	O=C(OCC(=O)N1CCc2ccccc21)c1n[nH]c(=O)c2ccccc12
50	COc1ccc(CCNCC(O)Cn2ccc3ccccc32)cc1OC (configuration not stated)
51	S=c1nc2ccccc2c2nc(-c3ccccc3Cl)[nH]n12
52	OC(COc1cccc2ccccc12)CN1CCN(c2ccc(Cl)cc2)CC1 (configuration not stated)
53	CC(C)NC(=O)C1CCN(Cc2cccc(OCc3ccccc3)c2)CC1
54	CCOc1ccccc1N(CC(=O)NC1CCCCC1)C(=O)CNC(=O)c1ccco1
55	CCOC(=O)c1sc(NC(=O)/C=C/c2cnn(C)c2C)c(C(=O)OC(C)C)c1C
56	COc1ccc(CCN2C(=O)C3C(C2=O)C2C=CC3C23CC3)cc1OC (configuration not stated)
assay / entry	49	50	51	52	53	54	55	56
PrPC surface inh	-3	-8	4	-1	-3	3	6	6
BoNT-A LC inh2	-0.1	-0.1	-12	0.3	0.5	-0.1	-1.0	-0.3
Mtb UGM inh	-1.9	-0.9	1.9	1.6	·	1.3	0.0	4.5
BoNT-F LC inh	-4	-18	?	35*	-1	-11	-8	2
GDH-TPI counter	-6	-7	12	-2	4	-2	0	-7
FBA Mtb inh	-1	-2	0	0	5	1	2	4
BioA inh	-0.3	-0.7	·	-1.8	0.9	1.5	-1.0	-0.5
FadD28 binding	0.1	-9.9	-1.4	-2.3	-1.9	0.6	-1.4	-4.3
CCHFV vOTU inh	-8	10	-2	-10	-1	13	-13	-4

Of the compounds above, 4 have a furan ring, fused or not:
3	CC(=O)Nc1ccc(N(C(=O)CNC(=O)c2ccco2)C(C(=O)NCc2ccco2)c2ccccc2F)cc1 (configuration not stated)
29	COc1ccc(OC)c(NC(=O)c2ccccc2NC(=O)c2ccco2)c1
47	COc1ccc(C(=O)OCC(=O)c2ccco2)cc1[N+](=O)[O-]
54	CCOc1ccccc1N(CC(=O)NC1CCCCC1)C(=O)CNC(=O)c1ccco1
assay / entry	3	29	47	54
PrPC surface inh	-3	-4	-9	3
BoNT-A LC inh2	-0.8	-0.2	-0.3	-0.1
Mtb UGM inh	2.0	-1.6	·	1.3
BoNT-F LC inh	-2	-2	-2	-11
GDH-TPI counter	3	-1	13	-2
FBA Mtb inh	2	-5	2	1
BioA inh	·	2.4	1.3	1.5
FadD28 binding	-0.2	-3.4	-1.4	0.6
CCHFV vOTU inh	3	-9	0	13
